Screening data deposited in PubChem by Broad Institute.
ERp5 inh = blocks human ERp5 reductase activity on insulin. Q15084. ERp5 insulin aggregation, absorbance 650 nm, 90 min. inhibition, % at 9.99 µM. 0.05% of 350,000 active;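 active means mean replicate inhibition above about 25%, with every replicate also reaching it, limit read from the data, passing the limit was not always enough; inconclusive means only one of those two criteria met; inactive means neither criterion met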
SIRT5 inh = sirtuin-5 (human) deacylase inhibition. Q9NXA8. 1.1% of 330,000 active. Purified SirT5, succinyl-peptide AMC, trypsin-coupled fluorescence. inhibition, % at 15 µM; in the data active means inhibition above about 15%; inconclusive means no clear call, values can overlap the other calls
Target sequence (Q9NXA8 whole entry, looked up): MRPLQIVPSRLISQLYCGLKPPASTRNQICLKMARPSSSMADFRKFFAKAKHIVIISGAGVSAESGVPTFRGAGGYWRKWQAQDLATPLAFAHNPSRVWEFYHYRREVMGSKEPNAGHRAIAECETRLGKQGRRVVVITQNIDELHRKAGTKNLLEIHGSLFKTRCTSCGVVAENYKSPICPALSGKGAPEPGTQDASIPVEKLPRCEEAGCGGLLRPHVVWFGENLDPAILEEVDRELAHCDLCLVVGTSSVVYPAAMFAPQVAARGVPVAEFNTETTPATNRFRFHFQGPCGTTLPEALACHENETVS
S100A4 MyoIIA = blocks human S100A4 binding to myosin IIA peptide | P26447 | S100A4/TAMRA-MyoIIA peptide fluorescence polarization | inhibition, % at 10.7 µM | 0.14% of 360,000 active | AID 652163;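 active means mean inhibition of at least 70% across replicates, with every replicate also reaching that level; inconclusive means mean inhibition reaches 70% but some replicates fall short; inactive means mean inhibition below 70%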
Target sequence (P26447 whole entry, looked up): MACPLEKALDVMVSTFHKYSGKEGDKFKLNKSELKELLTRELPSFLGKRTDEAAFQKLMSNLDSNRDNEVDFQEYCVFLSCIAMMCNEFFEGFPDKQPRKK
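Test system: S100A4 monomer protein; Medium: HEPES pH 7.2 with CaCl2, KCl, NaCl, DTT, Triton; Probe or stimulus: TAMRA-labelled myosin IIA heavy-chain peptide probe, 5 nM; Doses: one dose per compound; Times: polarization read 5 min after assay mix addition, stable 5–60 min; Benchmarks: neutral control DMSO, positive control TFP.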
DENV2 CPE = protects cells from dengue virus 2 cytopathic effect | DENV2-infected cells, cytopathic effect rescue, plate reader | CPE inhibition, % at 9.99 µM | 1.7% of 350,000 active | AID 651640; in the data active means CPE inhibition above about 20%, passing the limit was not always enough; inconclusive means no clear call, values can overlap the other calls; tested in BHK-21 cells;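 further: 0% = median of neutral control wells and 100% = median of positive control wells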
PglD DTNB = inhibitors of Campylobacter jejuni PglD acetyltransferase; inhibition, % at 12.5 µM; purified PglD enzyme, DTNB colorimetric CoA detection; AID 602405; 0.098% of 360,000 active; in the data active means inhibition above about 16%, passing the limit was not always enough; inconclusive means no clear call, values can overlap the other calls; further: strong numbers were not always called active
E-selectin induc = induces E-selectin expression in human endothelial cells; activation, % at 7.58 µM; 0.37% of 260,000 active; AID 686992; HUVEC E-selectin immunofluorescence imaging; normalized: neutral wells 0, TNF-alpha wells 100;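 active means mean E-selectin-positive cell signal at least 10% of the positive control, reached in at least 60% of replicates, without over 20% cell loss; inconclusive means no rule given, readout overlaps actives, possibly toxicity-flagged; inactive means the rest, including those meeting only one limit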;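 further: in these data hits start at about 27%; measured in HUVEC primary endothelial cells; signal is the percent of cells scored E-selectin positive by PE staining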
Target sequence (P16581 whole entry, looked up): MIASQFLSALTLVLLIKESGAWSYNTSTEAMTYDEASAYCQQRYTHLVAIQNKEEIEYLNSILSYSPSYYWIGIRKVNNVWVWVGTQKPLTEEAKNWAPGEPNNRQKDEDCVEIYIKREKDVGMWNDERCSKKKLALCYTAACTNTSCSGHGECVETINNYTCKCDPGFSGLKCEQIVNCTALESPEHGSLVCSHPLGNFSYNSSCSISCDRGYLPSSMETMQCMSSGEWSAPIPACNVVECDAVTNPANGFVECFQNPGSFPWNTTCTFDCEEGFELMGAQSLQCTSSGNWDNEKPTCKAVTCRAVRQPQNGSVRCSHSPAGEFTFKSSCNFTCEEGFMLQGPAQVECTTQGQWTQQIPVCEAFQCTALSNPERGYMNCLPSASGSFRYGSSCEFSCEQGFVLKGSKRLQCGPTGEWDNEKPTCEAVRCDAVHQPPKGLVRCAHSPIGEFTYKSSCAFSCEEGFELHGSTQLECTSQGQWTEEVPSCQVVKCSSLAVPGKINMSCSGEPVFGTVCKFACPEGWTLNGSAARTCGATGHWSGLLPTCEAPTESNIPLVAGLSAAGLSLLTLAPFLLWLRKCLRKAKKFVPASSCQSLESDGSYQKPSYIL
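System: HUVEC, human umbilical vein endothelial cells; quantity: 3,000 cells/well; buffer or medium: EGM-2 medium, gelatin-coated wells; dosing: single-point compound dose; detection: immunofluorescence imaging; evaluation: % PE-positive cells; benchmarks: TNF-alpha, DMSO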
Statin myotox sup = protects C2C12 myotubes from simvastatin toxicity. rescue of ATP level, % at 7.49 µM. AID 602340. 0.78% of 330,000 active. ATP luminescence, 48 h; scaled: DMSO 0, geranylgeraniol control 100;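 active means mean ATP rescue above about 67%, or every replicate alone reaching that limit, limit read from the data, passing the limit was not always enough; inconclusive means no clear call, values can overlap the other calls; inactive means mean under the limit and some replicate under it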;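 further: myotubes were challenged with 10 µM simvastatin during compound exposure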
Numbers without * were called inactive; u = inconclusive; x = not tested or not shown; & = joins results of further samples. These rows are one share of the data (hit frequency here may not be typical).

SMILES	ERp5 inh	SIRT5 inh	S100A4 MyoIIA	DENV2 CPE	PglD DTNB	E-selectin induc	Statin myotox sup
CN(C(=O)COc1ccc(S(=O)(=O)N2CCOCC2)cc1[N+](=O)[O-])C1CCS(=O)(=O)C1 (stereo not given)	-4	-3	-2	2	1	1.6	-2
COc1ccc(C(=O)NC(=O)COC(=O)C2CC2C)cc1 (stereo not given)	4	-1	3	-1	-3	x	4
Cc1nc(-c2cccc(Br)c2)ccc1C(=O)O	1	-3	3	4	x	x	x
CC(=O)N1N=C(c2ccccc2)OC12CCCC2	-10	x	-9	-5	x	x	x
COc1ccc(NC(=O)Nc2ccc3c(c2)[C@@H]2C[C@H](CC(=O)NCCc4ccccc4)O[C@H](CO)[C@@H]2O3)cc1	1	1	-5	-3	0	0.8	-6
Cc1ccc(SCCN2CCC(NC(=O)OCc3ccccc3)CCC2=O)cc1 (stereo not given)	-1	x	3	32*	0	x	9
CCc1noc(C)c1C(=O)NNC(=O)c1nn(CC)c(=O)c2ccccc12	-2	-1	2	-9	x	0.0	x
CO[C@@H]1CN(C)C(=O)c2ccc(NC(=O)c3ccccc3F)cc2OC[C@H](C)N(C(=O)c2ccccc2F)C[C@@H]1C	-2	-1	-1	-1	0	0.0	2
CC1CC(O)C2C3(C)CCCC2(COC3=O)C12CCC1(CCOC1=O)O2 (stereo not given)	-1	-1	34	-8	-5	x	-5
COc1ccc(C2=NN(CCC(=O)NC3CCCCC3C)C(=O)CC2)cc1 (stereo not given)	2	x	-2	-3	3	0.2	0
C/C(N)=C(/C#N)C(=O)COC(=O)c1cc(C)n(-c2ccc(F)cc2)c1C	-4	x	-3	10	0	-0.3	8
O=C(c1ccc(F)cc1)N1CC(=O)N2[C@H](C1)[C@H](c1ccc(-c3ccccc3F)cc1)[C@@H]2CO	3	5	62	26*	x	0.7	x
CCN(CC)S(=O)(=O)c1ccc2oc(C(=O)NCc3ccc(C)cc3)c(C)c2c1	13	-5	-5	-4	5	x	3
CC1CCC(NC(=O)c2nn(C)c(=O)c3ccccc23)CC1 (stereo not given)	1	-1	-5	-3	-1	0.1	0
COc1cccc(-c2csc(NC(=O)C3CC3)n2)c1	2	-1	-2	-5	-1	1.2	5
COc1ccc([C@@H]2CC(=O)c3c(O)cc(O)cc3O2)cc1O	-2	1	-14	-4	0	-2.1	4
O=S1(=O)CCN(C(CCO)c2cccc(C(F)(F)F)c2)CC1 (stereo not given)	1	-2	-5	-4	x	1.2	x
Cc1cccc(N2CC(C(=O)NCc3ccco3)CC2=O)c1C (stereo not given)	-2	6	4	14	-2	x	7
CCCc1cn(CC[C@@H]2CC[C@H](NC(=O)C3CC3)[C@H](CO)O2)nn1	-6	1	2	6	0	0.4	-2
O=C1CCCN1CCC1CCN(C2CC(=O)N(Cc3ccc(N4CCCC4=O)cc3)C2=O)CC1 (stereo not given)	-2	0	1	12	x	x	x
C[C@@H]1CN([C@@H](C)CO)C(=O)CCCn2nncc2CO[C@H]1CN(C)C(=O)CCC(F)(F)F	0&-3&-6	-8&0&-4	-3&-10&1	15&-1&1	0&1&2	2.2&0.0	4&-15&-1
CO[C@@H]1CN(C)C(=O)c2cc(NC(=O)Nc3c(C)noc3C)ccc2OC[C@@H](C)NC[C@H]1C	-4	2	-8	5	0	1.9	6
CC(C)Oc1ccc2c3c(c(=O)oc2c1)CCC3	x	x	x	x	-1	-2.7	-9
Cc1cc(SCc2ccccc2Cl)nc(=O)[nH]1	0	-1	-1	u	3	x	9
Cc1ccc(S(=O)(=O)N2CCN(c3nccnc3C#N)CC2)cc1	-1	-1	-2	0	x	-0.1	0
C[C@H]1CN([C@@H](C)CO)C(=O)CCCn2cc(nn2)CO[C@H]1CN(C)C(=O)Nc1cccc(F)c1	-2	-5	3	8	0	0.0	-1
Cc1ccc(S(=O)(=O)Nc2ccc3c(c2)C(=O)N([C@H](C)CO)C[C@@H](C)[C@H](CN(C)S(=O)(=O)c2cccs2)OCCCC[C@@H](C)O3)cc1	-2	3	-43	7	3	-0.2	x
CN(C(=O)CSc1nnc(C(F)(F)F)n1C)c1c(N)n(Cc2ccccc2)c(=O)[nH]c1=O	5	x	-7	8	4	-0.7	2
Cc1ccc(F)cc1CNC(=O)C1CCC(=O)N(CCCN2CCCC2=O)C1 (stereo not given)	4	1	0	2	0	0.3	0
Cc1cc(C)cc(OCC(=O)NCc2nc(-c3ccccc3)no2)c1	1	1	5	15	0	x	16
O=C(c1ccco1)N1CCN(Cc2c(F)cccc2Cl)CC1	-6	-1	-6	1	-8	x	0
CO[C@H]1CN(C)C(=O)c2ccc(NC(=O)c3ccc4c(c3)OCO4)cc2OC[C@@H](C)NC[C@H]1C	0	1	-5	0	-1	4.0	5
C=CCNC(=O)c1onc(CSc2ccccc2C)c1C(=O)O	2	x	7	0	9	x	-3
Cc1c(N(CC(=O)O)S(=O)(=O)c2ccccc2)c(=O)n(-c2ccccc2)n1C	2	-1	4	0	x	x	x
COc1ccc([N+](=O)[O-])cc1NC(=O)CCN1CCN(c2ccccc2)CC1	1	-1	-6	-4	x	x	x
COC(=O)c1ccc(/C=C2\Oc3ccccc3NC2=O)cc1	1	-2	-1	0	0	x	-14
O=C(Cc1ccccc1)N[C@H]1CC[C@@H](CC(=O)N2CCOCC2)O[C@@H]1CO	-1	4	13	-2	-3	0.3	-13
COCc1cn(CC[C@H]2CC[C@H](NC(=O)c3ccccc3)[C@@H](CO)O2)nn1	-6	5	3	-4	5	-2.0	-4
CC1CN(CC(=O)Nc2ccc([N+](=O)[O-])cc2Br)CC(C)O1 (stereo not given)	0	-4	-4	1	x	-2.6	x
O=C(NCC(=O)N1CCN(Cc2ccccc2)CC1)c1cc(Cl)cc([N+](=O)[O-])c1	6	-6	0	0	2	4.4	2
O=C(c1cccs1)N(c1ccc(Br)cc1)C1C=CS(=O)(=O)C1 (stereo not given)	0	-1	-5	-5	x	x	x
O=C(CSc1nnc2ccc(-c3cccnc3)nn12)Nc1ccc(F)cc1	4	1	-4	u	3	0.3	-9
COc1ccc(NC(=O)Nc2ccc3c(c2)C(=O)N([C@@H](C)CO)C[C@@H](C)[C@@H](CN(C)C(=O)Nc2ccc(OC)cc2)O3)cc1	-2	1	-1	26*	4	0.0	0
CCN(CC)CCOCCOc1ccccc1F	7	0	-6	11	-1	x	-1
O=C(Nc1ccc(C(=O)N2CCCCC2)cc1)C1CCCC1	-3	-1	4	-13	5	x	0
Cc1ccc(S(=O)(=O)NN=C2C(=O)C3CCC2C3Cl)cc1 (stereo not given)	4	0	-1	-7	x	0.2	x
CO[C@@H]1CN(C)C(=O)c2ccc(NC(=O)C3CCCC3)cc2OC[C@@H](C)N(CC2CC2)C[C@H]1C	-5	3	4	1	3	0.1	24
Cc1ccc(S(=O)(=O)N(C)C[C@@H]2Oc3c(NC(=O)NC(C)C)cccc3C(=O)N([C@H](C)CO)C[C@@H]2C)cc1	-3	-1	-8	1	-1	x	-29
O=C(CSc1cccc[n+]1[O-])c1ccccc1Br	5	-5	-2	x	x	3.8	x
CCN1CCN(C(c2cccs2)C(C)NS(=O)(=O)c2ccc(C)cc2)CC1 (stereo not given)	0	1	-2	2	x	x	x
CCCNC(=O)Nc1ccc2c(c1)OC[C@H](C)N(C(=O)C1CCOCC1)C[C@H](C)[C@@H](OC)CN(C)C2=O	-1	-8	13	6	2	-0.2	-1
C[C@@H]1CN([C@H](C)CO)C(=O)c2cc(NC(=O)C3CCCCC3)ccc2O[C@@H](C)CCCCO[C@@H]1CN(C)Cc1ccccc1	-3	4	-4	-1	2	0.0	x
O=C(N[C@H]1C/C=C\C[C@H](CC(=O)N(CCO)Cc2ccccc2)C(=O)N[C@H](Cc2c[nH]c3ccccc23)COC1=O)OCC1c2ccccc2-c2ccccc21	2	-4	-4	-1	-1	x	-65
COc1ccccc1CN1[C@@H]2CN(C(=O)c3cccnc3)c3ccccc3[C@@H]2[C@@H]1CO	0	3	4	2	10	0.2	18
Cn1cc(S(=O)(=O)N2CCNCC2)cc1C(N)=O	-3	-3	-4	u	3	x	0
C[C@H]1CN([C@@H](C)CO)C(=O)Cc2cc(NC(=O)Nc3ccc4c(c3)OCO4)ccc2O[C@@H]1CN(C)Cc1ccccc1	-3	-1	3	-12	8	0.7	7
Cc1cccc2c1NC(=O)C2=Nc1ccc(Cl)cc1	25	5	5	13	-3	x	8
CS(=O)(=O)N1CC(=O)N2[C@@H](CO)[C@H](c3ccc(C#CC4CCCC4)cc3)[C@@H]2C1	4	0	15	u	x	-0.1	x
CO[C@H]1CN(C)C(=O)c2cc(NC(C)=O)ccc2OC[C@@H](C)N(C(=O)c2ccccn2)C[C@H]1C	-2	-2	7	2	4	-0.3	-4
COc1cccc(NC(=S)N2CCn3cccc3C2c2cccnc2)c1 (stereo not given)	-12	8	5	8	x	x	x
(listing goes on)
SMILES	ERp5 inh	SIRT5 inh	S100A4 MyoIIA	DENV2 CPE	PglD DTNB	E-selectin induc	Statin myotox sup
CC1CCCCN1S(=O)(=O)c1ccc(S(=O)(=O)NCCc2ccncc2)cc1 (stereo not given)	-3	0	0	0	x	x	x
O=C(NCC[C@@H]1CC[C@H](NC(=O)C2CCOCC2)[C@@H](CO)O1)c1cc(Cl)cc(Cl)c1	x	x	x	x	0	0.1	14
CCOC(=O)c1c(SCCN2CCCC2)n(-c2ccccc2)c(=S)n(-c2ccccc2)c1=O	2	0	-1	9	x	0.0	x
COc1ccccc1NC(=S)NC(NC(=O)CC(C)C)C(Cl)(Cl)Cl (stereo not given)	2	-5	-1	-2	x	x	x
Cc1nn2c(NCCN(C)C)c3c(nc2c1-c1ccccc1)CCC3	x	0	5	1	1	x	x
C[C@H](CO)N1C[C@H](C)[C@@H](CN(C)C(=O)c2cccc(F)c2)Oc2ncc(/C=C/c3ccccc3)cc2C1=O	-2	-9	-3	-4	0	0.3	27
Cc1cc(C(=O)Cn2cnc3ccccc3c2=O)c(C)n1C1CC1	0	3	-2	3	3	0.1	-2
COc1ccc([Si](C)(C)[C@H]2[C@H](CCO)O[C@@]3(C(=O)N(Cc4cccc(NC(=O)[C@H](C)O)c4)c4ccccc43)[C@@H]2C)cc1	0	3	-20	-6	-4	x	x
CCc1ccc(C2CC(=O)NC(SCC(=O)OC(C)C)=C2C#N)cc1 (stereo not given)	-1	-1	14	16	-1	1.2	3
COCC(=O)N(C)C[C@H]1Oc2ncc(-c3cccc(OC)c3)cc2C(=O)N([C@@H](C)CO)C[C@H]1C	1	-1	-20	1	0	-0.4	-4
CCOc1ccc(NC(=O)CN2C(=O)CCSc3ccc(S(=O)(=O)N4CCCC4)cc32)cc1	-1	0	2	9	-8	x	0
COc1ccccc1CN(C)CC(=O)Nc1ccccc1-c1ccccc1	-3	-3	4	-8	x	x	x
Cc1ccc(CSc2nc3ccncc3n2CC(=O)Nc2cc(C)cc(C)c2)cc1	8	2	13	-4	1	0.5	10
O=C(OCC(=O)N1CCCC1=O)c1cccc(S(=O)(=O)N2CCOCC2)c1	5	-1	7	1	-5	0.1	5
COc1ccc(Cl)cc1NC(=O)NCc1ccco1	9	-5	-1	-1	x	x	x

Reprinted at random: 3 records from the list.
SMILES	ERp5 inh	SIRT5 inh	S100A4 MyoIIA	DENV2 CPE	PglD DTNB	E-selectin induc	Statin myotox sup
Cc1nn2c(NCCN(C)C)c3c(nc2c1-c1ccccc1)CCC3	x	0	5	1	1	x	x
C[C@H](CO)N1C[C@H](C)[C@@H](CN(C)C(=O)c2cccc(F)c2)Oc2ncc(/C=C/c3ccccc3)cc2C1=O	-2	-9	-3	-4	0	0.3	27
COc1ccc([Si](C)(C)[C@H]2[C@H](CCO)O[C@@]3(C(=O)N(Cc4cccc(NC(=O)[C@H](C)O)c4)c4ccccc43)[C@@H]2C)cc1	0	3	-20	-6	-4	x	x
